Giardia kill = Giardia lamblia killing; Giardia lamblia trophozoite viability; activity change, % at 7.66 µM, hits read low; 0.15% of 340,000 active; AID 540267; in the data active means activity change below about -80%; inconclusive means between about -30% and that limit;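 further: parasites exposed to compound for two days anaerobically before the ATP read; on the % scale 0 is the no-effect control and ±100 the full control effect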
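Luminescent ATP signal served as the viability read-out, measured 15-30 min after adding ATP detection reagent to trophozoites that had been incubated with compounds for 48 hrs at 37 deg C anaerobically at 100 cells/well.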
Chronic BCR inh = blocks chronic active B-cell receptor signaling; Potency, µM (series often up to 46.1 µM), inactives show top-dose ratio change, negative = lower green/red ratio, usual class: inhibitors; ABC-DLBCL IkBa-CBG/CBR reporter, luminescence ratio, 4 h; 0.05% of 340,000 active; active means well fitted inhibition curve with a large enough effect in the signal ratio, with a control signal flat, not every such curve was filed as active; inconclusive means small, poorly fitted or top-dose-only effect, or effect the other way, or a change in a side signal; the % refers to the signal ratio;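 further: potency means the concentration at half of the fitted maximal effect; plate controls were basal doxycycline-induced cells for no effect and cells given 10 µM MG132 for full effect; MG132 reads +100%, hits lower the ratio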
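Cell line TMD8 (human ABC DLBCL), stably expressing tet-inducible CBG68-IkBa fusion and CBR; IMDM/0.5% FBS; cpd up to 46 uM; dox induction, 4 h, 37C/5% CO2; dual luminescence; green/red ratio; MG132 control.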
MLL CXXC-DNA inh = blocks binding of human MLL CXXC domain to DNA; Q03164; MLL-CXXC / FITC-HOXA9 DNA fluorescence polarization; Potency, µM (doses to about 115 µM), inactives show top-dose activity change, negative = inhibition, most hits filed as inhibitors; 0.037% of 290,000 active; AID 2662; active means well fitted inhibition curve with a large enough effect in the polarisation, with a control signal flat, not every such curve was filed as active; inconclusive means small, poorly fitted or top-dose-only effect, or effect the other way, or a change in a side signal; inactive means no such curve, though single readings can be large or run the other way; the % refers to the polarisation; further: potency means the concentration at half of the fitted maximal effect
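Steps: dispense CXXC domain solution (7 uM) → pin compounds or unlabeled HOX-A9 DNA control → 5 min ambient → add FLSN-HOX-A9 solution (50 nM) → spin → 30 min ambient → fluorescence polarization. Tris pH 7.5/NaCl/DTT/BSA buffer.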
KCNH2 WT inh = inhibitors of human wildtype KCNH2 potassium channel; U2OS, BacMam KCNH2, thallium flux FluxOr; stronger effect = lower value; activity change, % at 1.84 µM; 0.37% of 340,000 active;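 active means maximum activity change below -70%; inconclusive means maximum activity change between -70% and -50%; inactive means maximum activity change above -50%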; further: on the % scale 0 is the no-effect control and ±100 the full control effect
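U2OS cells transduced with wild-type KCNH2 virus are loaded with FluxOr dye for 45 min, and thallium flux is measured in kinetic reads before and after stimulation buffer. Rate constants are normalized to DMSO controls.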
AT treatment = potential ataxia-telangiectasia treatment; […] A-T fibroblasts, KAP-1 phosphorylation AlphaLISA; neocarzinostatin DNA damage 30 min before lysis; Potency, µM (top dose mostly 57.5 µM), for inactives: at the highest dose activation, actives largely listed as activators; AID 485349; 0.19% of 320,000 active; further: potency means the concentration at half of the fitted maximal effect; % of control where 0% means no effect; nearly all actives have a fitted effect of over 45% in size
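ATM-like activity read as KAP-1 phosphorylation via AlphaLISA donor/acceptor antibody pairs after lysis and 6 hr at 25C. Cells were ATM-null patient fibroblasts ([…], hTERT), dosed 60 min, then exposed to the DSB inducer NCS for 30 min.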
Coupling enz = inhibits coupling enzyme system, counter-screen for aldolase hits. AID 2472. coupling enzyme system counterscreen, AmpLite Red fluorescence. 0.67% of 290,000 active. activity change, negative = inhibition, % at 58.2 µM, hits read low; in the data active means activity change below about -30%; further: on the % scale 0 is the no-effect control and ±100 the full control effect
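Fluorescence at 525 nm excitation and 598 nm emission measured inhibition of the coupled detection system without aldolase. Compounds (at 57.5 uM final) were preincubated 10 min at room temperature with coupling enzyme reagent before a 20 min substrate/AmpLite Red step.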
Tb PFK inh = T. brucei PFK enzyme inhibition; O15648; T. brucei PFK, ADP-Glo luminescence; Potency, µM (highest dose often 57.5 µM), without a hit: at the top dose activity, negative = inhibition, hits mostly inhibitors; 0.17% of 330,000 active; AID 485367;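 further: potency means the concentration at half of the fitted maximal effect; 0% = uninhibited 1x PFK enzyme wells and -100% = no-enzyme wells; nearly all actives have a fitted effect of over 60% in size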
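Compounds were pin-transferred as a titration series up to 57 uM into substrate buffer (0.5 mM F6P, 0.1 mM ATP, pH 8.0), then 1.25 nM PFK was added and reactions ran 45 min before ADP-Glo detection.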
GALK inh = blocks human galactokinase activity; P51570; Potency, µM (top dose mostly 57.5 µM), without a hit: top-dose activity change, negative = inhibition, most hits filed as inhibitors; Purified GALK, Kinase-Glo residual ATP luminescence; AID 1868; 0.007% of 270,000 active; further: potency means the concentration at half of the fitted maximal effect; on the % scale 0 is the no-effect control and ±100 the full control effect
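Luminescence from leftover ATP (Ultra-Glo luciferase/luciferin) served as read-out after a 1 h room-temperature reaction of 5 nM GALK with 35 uM ATP and 100 uM galactose.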
TSHR antag = antagonists of human thyroid stimulating hormone receptor; TSHR-expressing cells, TSH-stimulated cAMP HTRF, 2 h; stronger effect = lower value; activity change, negative = inhibition, % at 11.5 µM; 0.2% of 330,000 active; AID 504810;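 active means activity change below a set negative limit, meaning inhibition stronger than a set level, cut at about -70% in these data; inconclusive means activity change between two set negative limits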; further: on the % scale 0 is the no-effect control and ±100 the full control effect
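Cell-based HTRF cAMP assay; TSHR cells + compound, TSH EC80 (4nM final), 2 h, 37 deg C. Lysis with anti-cAMP cryptate and cAMP-d2, 30 min RT, read 665/620 nm.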
TCR activator = T cell receptor activation | primary human leukocytes, anti-CD3, IL-2 HTRF, 48 h | Potency, µM (highest dose often 9.22 µM), for inactives: at the highest dose activation of IL-2 secretion, hits mostly activators | 330,000 tested, under 10 active | AID 504894; further: % of control where 0% means no effect
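48 hr co-incubation of compounds, a-CD3 beads and primary human leukocytes; IL-2 quantified homogeneously by HTRF with anti-IL-2 K and d2 conjugates.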
* hit, by the source's call; u = inconclusive; x = no result given; [ ] = another dose, or the depositor's remark. Unless noted, the call rests on the fitted dose curve; in most records, active means well fitted curve in the direction sought with a large enough effect; inconclusive means small, poorly fitted or top-dose-only effect, or another doubt; inactive means no such curve, though single readings can be large; an effect the other way counts as inactive or inconclusive.

SMILES	Giardia kill	Chronic BCR inh	MLL CXXC-DNA inh	KCNH2 WT inh	AT treatment	Coupling enz	Tb PFK inh	GALK inh	TSHR antag	TCR activator
CN(C)/C=C/c1onc(-c2c(F)cccc2Cl)c1C#N	13	u	6%	-6	3%	0	-5%	0%	-6	-1%
CCN(CC(=O)NCc1ccc(Cl)cc1)C(=O)C(C)Sc1ccccc1 (stereo not drawn)	9	u	14%	0	4%	3	-7%	5%	8	-3%
CC(C)=CCCC(C)NC(=O)NC1CCCCC1 (stereo not drawn)	-2	u	10%	-9	-1%	-1	1%	1%	15	2%[46.1 µM]
CN(C(=O)CC1C(=O)NCCN1Cc1ccccc1F)C1CCOCC1 (stereo not drawn)	5	0%	u	3	-5%	-3	-2%	6%	14	5%
COc1ccc(-c2noc(Cc3ccccc3OC)n2)cc1	-1	u	-10%	8	15%	1	5%	-1%	2	11%
Cc1cccc(C)c1NC(=O)C1C2C=CC(C2)C1C(=O)NCc1ccccn1 (stereo not drawn)	4	12%	15%	-3	-6%	4	1%	0%	2	-11%
Nc1nonc1C(=O)NCCNCc1cc(Br)ccc1OCc1ccccc1F	-4	u	19%	17	-10%	0	-2%	0%	-13	1%
CCc1ccc(C(=O)OCC(=O)c2c(N)n(CC(C)C)c(=O)n(C)c2=O)cc1	-14	8%	5%	2	-1%	-1	1%	11%	-10	-10%
O=[N+]([O-])c1ccc(CCNc2cccc3ccccc23)c([N+](=O)[O-])c1	-8	u	19%	-1	1%	-1	-6%	1%	-2	0%[46.1 µM]
O/N=C/c1cn(-c2ccccc2)nn1	0	2%	7%	7	5%	2	-1%	1%	13	-1%
CCc1ccc(CN(C)CC(=O)Nc2sccc2C#N)cc1	8	0%	0%	0	23%	0	-10%	1%	-1	-2%[46.1 µM]
CCCCn1c(N)c(N(CCOC)C(=O)c2cccc(S(=O)(=O)N(C)c3ccccc3)c2)c(=O)[nH]c1=O	-4	2%	x	-6	0%	x	5%	x	9	1%
COC(=O)c1c(NC(C)=O)sc(C(=O)Nc2ccccc2)c1C	1	0%	0%	-16	2%	3	-7%	0%	-14	3%
CCOC(=O)Cn1c(=O)c(F)cn(Cc2ccc(OC)c([N+](=O)[O-])c2)c1=O	-22	-8%	6%	-13	12%	2	17%	-5%	-2	-3%
O=C(c1cnc2n(c1=O)CCS2)N1CCN(c2ccc(Cl)c(Cl)c2)CC1	2	-5%	20%	-19	2%	2	-16%	1%	-4	-78%
CCOC(=O)N1CCN(C(=O)COC(=O)C2CCN(S(=O)(=O)c3c(Cl)cccc3Cl)CC2)CC1	-12	u	x	-5	11%	x	-1%	x	-11	-82%
COc1ccc(N2CC(C(=O)N[C@@H](C)C(=O)N[C@H](CO)c3ccccc3)CC2=O)cc1 (stereo partly drawn)	-2	-6%	9%	-7	5%	1	0%	x	9	12%
Cc1ccc(N2CC(=O)Nc3c(oc4nc(-c5ccccc5)cc(C)c34)C2=O)cc1	25	5%	-18%	-6	7%	5	5%	0%	7	0%
Cc1nn(CC(=O)NC2CC2)c(C)c1S(=O)(=O)NC(C)(C)C	0	8%	x	2	19%	x	1%	x	-3	-3%[46.1 µM]
COc1cccc(Nc2ccc(C(=O)O)cc2N)c1	-5	u	4%	3	24%	5	-24%	3%	-26	-3%
O=C1CC(c2ccccc2)Cc2nc(N3CCc4ccccc4C3)ncc21 (stereo not drawn)	-4	0%	1%	6	8%	0	-2%	x	-11	6%
Cc1nc(-c2cccc(NS(=O)(=O)c3ccc4ccccc4c3)c2)cs1	-12	0%	2%	-6	x	0	0%	-1%	37	5%
Fc1ccc(Nc2ncnc3sc4c(c23)CCC4)cc1F	-1	u	9%	12	5%	2	1%	0%	-22	-8%[46.1 µM]
CC(C)Sc1nc2c(c(=O)[nH]c(=O)n2C)n1CC(O)COc1ccccc1 (stereo not drawn)	-29	u	0%	-1	2%	-1	1%	1%	-10	3%
Cn1nnnc1SCC(=O)NCc1cccc(C(=O)O)c1	-2	6%	-4%	9	9%	4	3%	-6%	17	-5%
O=S(=O)(Nc1nccs1)c1ccc(Br)cc1	-3	0%	-8%	4	3%	5	2%	10%	1	-268%
O=C(CSc1nnnn1Cc1ccccc1)N1CCN(c2ccccc2)CC1	14	-5%	4%	3	0%	-1	-1%	1%	3	x
COc1cc(OC)cc(C(=O)OCC(=O)NC(C)CCc2ccccc2)c1 (stereo not drawn)	-10	1%	2%	1	11%	-2	-16%	-1%	45	-3%
Oc1ccc(C[C@H]2CNCCN2CCc2cccc(F)c2)cc1	-5	5%	x	17	21%	x	0%	x	5	-1%
COCCCn1c(=O)/c(=C\c2ccc(OC(F)F)c(OC)c2)s/c1=C(/C#N)C(=O)NCCOC	17	u	11%	-1	-7%	1	2%	5%	12	6%
Cc1ccc(OCC(=O)NCCNC(=O)c2ccco2)cc1	8	-2%	8%	5	12%	-2	-4%	-1%	3	9%
O=C(Nc1ccccc1Cl)O/N=C(/c1ccccc1)c1ccccn1	0	-21%	-2%	-3	-5%	-1	-1%	-1%	2	3%
COC(CNC(=O)C1CC(=O)N(CCc2ccccc2)C1)OC (stereo not drawn)	-28	1%	-1%	3	0%	1	-1%	0%	-3	4%
COc1ccccc1C(=O)NCCc1nc2ccccc2[nH]1	-9	u	4%	4	3%	1	-2%	0%	-4	-7%
Cc1cc(C)cc(Nc2cc(=O)n(C3CCCCC3)c(=O)[nH]2)c1	19	u	-13%	-3	4%	-1	1%	-2%	-5	-2%
O=C(Oc1ccccc1)c1ccc2nsnc2c1	-9	0%	23%	-8	2%	-1	-28%	0%	23	10%[46.1 µM]
COc1ccccc1/C=C/C=N/NC(=O)Cc1cccn1C	9	-1%	4%	-4	-3%	-1	0%	0%	-3	-5%[46.1 µM]
CCCCCCC(=O)N(O)C1CC(=O)N(c2ccc(Cl)cc2)C1=O (stereo not drawn)	-2	-25%	21%	-3	2%	5	-11%	5%	9	0%
CC(=O)Nc1cccc(NC(C)=C(C#N)C#N)c1	-13	2%	-4%	19	-4%	1	1%	0%	2	2%[46.1 µM]
CCCCOC(=O)CCn1[nH]c(=O)c2ccccc2c1=O	5	3%	9%	6	4%	1	3%	2%	-10	4%
O=C(COC(=O)/C=C/c1ccc(Cl)c(Cl)c1)NC1CC1	11	-1%	x	-1	-4%	x	-4%	x	-6	-8%
COc1cc(NC(=O)CSc2ncnc3scc(-c4ccccc4)c23)c(C(=O)O)cc1OC	-17	u	-2%	3	4%	18	0%	-9%	-13	7%
C=CCn1c(SCC(=O)Nc2ccc(OC)cc2)nc2ccccc2c1=O	-6	1%	21%	3	4%	2	3%	-4%	16	x
Cc1ccccc1CN1CCC(n2nccc2NC(=O)c2cccnc2)CC1	21	-4%	6%	13	11%	-1	-1%	5%	3	-6%
COc1ccccc1C(=O)NC(=S)Nc1ccc2[nH]c(=O)[nH]c2c1	-7	8%	-2%	-9	0%	0	4%	2%	4	1%
O=C(COc1coc(CN2CCN(c3ccccc3)CC2)cc1=O)Nc1ccccc1F	-11	4%	x	5	-5%	x	24%	x	-9	-5%
NC(=O)C1CCN(C(=O)CC2C(=O)NCCN2Cc2cccc(Oc3ccccc3)c2)CC1 (stereo not drawn)	7	-1%	u	5	5%	-9	-1%	4%	3	0%
COc1ccc(/C=N\NS(=O)(=O)c2ccc(Cl)cc2)cc1COc1ccccc1[N+](=O)[O-]	-6	-9%	-3%	-5	6%	-1	-6%	-1%	-1	6%[46.1 µM]
Cc1nc(SCC(=O)O)c(C#N)c2c1CCCC2	9	10%	19%	11	2%	8	0%	0%	-12	-3%
COc1ccc(S(=O)(=O)N2CCOCC2)c2ccccc12	9	u	-8%	-1	0%	0	-15%	7%	-4	-2%
CCc1ccc(NCCC(=O)c2ccc(Cl)cc2)cc1	-1	-1%	0%	-14	3%	x	-2%	1%	-4	-12%
C=CCNC(=S)N/N=C/c1ccccc1OCCOc1ccccc1	-4	u	0%	-16	4%	-1	0%	3%	-3	-6%
O=C(COc1ccc(C(=S)N2CCOCC2)cc1Cl)Nc1ccccc1Cl	-16	3%	3%	-6	-1%	1	-29%	-3%	-5	4%
OCC[n+]1ccc(/C=C/c2c[nH]c3ccccc23)cc1	-8	1%	u	7	13%	-48*	-1%	1%	-26	3%
Cc1c(C(=O)NNC(=O)c2ccncc2)oc2ccc(Br)cc12	20	2%	x	4	-8%	x	-3%	x	5	-3%

A different layout for some results above.
Results follow in this order: Giardia kill | Chronic BCR inh | MLL CXXC-DNA inh | KCNH2 WT inh | AT treatment | Coupling enz | Tb PFK inh | GALK inh | TSHR antag | TCR activator
> Cc1nc(SCC(=O)O)c(C#N)c2c1CCCC2
 : 9 | 10% | 19% | 11 | 2% | 8 | 0% | 0% | -12 | -3%
> COc1ccc(S(=O)(=O)N2CCOCC2)c2ccccc12
 : 9 | u | -8% | -1 | 0% | 0 | -15% | 7% | -4 | -2%

Compound activity: PubChem, National Center for Advancing Translational Sciences (NCATS)
